# PMI inhibition – human PMI inhibitors, high substrate, primary screen, biochemical, fluorescence intensity, high mannose 6-phosphate (AID 1220); 0.66% of 190,000 active; inhibition, % at 20 µM; hits with a dose series show IC50 in µM; recombinant PMI enzyme, coupled fluorescence intensity; higher % means a stronger effect
# TNAP activators – stimulation of alkaline phosphatase TNAP activity – biochemical, luminescent, no phosphate acceptor, uHTS, primary screen (AID 1001); purified TNAP, luminescent activation assay, no phosphate acceptor; higher activation fold means a stronger effect; activation fold at 20 µM; hits with a dose series show EC50 in µM; 0.03% of 200,000 active; in the data active = activation fold from about 3, or a potency from the dose series; inactive = the rest, 99 in 100 with activation fold below about 1.6; note: many of its hits are not listed in these tables
# Myeloid diff 2 – compounds promoting myeloid differentiation. 1% of 360,000 active. calls only at 10 µM. AID 624256. ER-HoxA9 myeloid progenitors, lysozyme-GFP differentiation, flow cytometry;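 active = normalized GFP-positive differentiation at or above the plate's own cutoff, the solvent-only control mean plus 3 SD; inconclusive = no clear call, values can overlap the other calls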;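 note: cells exposed to compound for four days before flow analysis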
# ER stress rescue – protection against thapsigargin-triggered cell killing – 384-well, CSM14.1, ATP luminescence, primary screen (AID 1222); 190,000 tested, under 10 active; CSM14.1 thapsigargin-induced death rescue, ATP luminescence; higher % means a stronger effect; cellular ATP content (survival), % at 20 µM; hits with a dose series show EC50 in µM;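 active = EC50 below 50 µM in the dose-response confirmation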;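 note: death triggered by thapsigargin at about 15 µM added after 2 h compound pretreatment; cell ATP read after overnight thapsigargin exposure of roughly 18 to 22 hours; normalized against plate controls of thapsigargin alone and 5% DMSO vehicle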
# UTI89 phage lysis – inhibition of K1F phage lysis, E. coli UTI89, bacterial capsule biogenesis inhibitors, alamar blue (AID 488966) | E. coli UTI89 K1F phage lysis, alamar blue, 2 h; higher % means a stronger effect | inhibition, % at 100 µM; hits with a dose series show IC50 in µM | 0.02% of 340,000 active;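 active = phage lysis inhibition, versus mean bacterial control, above a set limit; inconclusive = no clear call, values can overlap the other calls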;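 note: capsule biogenesis inhibitors block K1F phage lysis so surviving cells raise fluorescence; higher fluorescence means more inhibition of phage lysis; actives were called in the ten point dose series up to 300 µM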
# P. falciparum M1AAP – P. falciparum M1AAP inhibitors, biochemical, fluorogenic H-Leu-NHMec substrate, 1536-well (AID 1445); recombinant M1AAP, H-Leu-NHMec fluorogenic kinetic assay; higher % means a stronger effect; one-dose inhibition, % at 30 µM; IC50 in µM for titrated hits; 0.42% of 220,000 active;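 active = primary inhibition above the hit cutoff, then over 50% inhibition at one or more dose response concentrations, cut at about 23% in these data, passing the limit was not always enough; inconclusive = conflicting primary data, or primary hits not chosen for dose response; inactive = low primary inhibition, or under 50% at every dose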;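 note: plate controls were DMSO full reaction for no effect and no enzyme background for full effect; strong numbers were not always called active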
# Hep lipid drop – hepatic lipid droplet formation modulation | 0.4% of 240,000 active | AML12 mouse hepatocytes, oleate lipid droplets, BODIPY imaging | inhibition, % at 6.5 µM | AID 1656;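 active = lipid droplet intensity inhibited by at least 50%, with more than 500 cells counted; inconclusive = wells with under 300 cells, treated as cytotoxic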
#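 Assay system: AML12 mouse liver cells | Compound: 6.5 µM single-point dosing | Schedule: Overnight exposure | Technique: Fluorescence imaging, 20x objective, two fields per well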
# PMI inhibitors – inhibitors of human PMI, primary screen, biochemical, fluorescence intensity, coupled assay (AID 1209); 0.42% of 190,000 active; purified PMI enzyme, coupled fluorescence intensity; higher % means a stronger effect; inhibition, % at 20 µM, or IC50 in µM where a hit was titrated;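 note: plate controls were DMSO vehicle for no effect and wells lacking substrate for full effect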
# WT yeast gro inh – growth inhibition of WT yeast, mitochondrial fusion screen; mitochondrial fusion phenotypic screen, WT strain; inhibition, % at 10 µM; 2.1% of 190,000 active; in the data active = inhibition above about 58%; tested in S. cerevisiae
# WT yeast gro inh mutant strain – recorded beside WT yeast gro inh, whose call it bears; inhibition, %; mitochondrial fusion phenotypic screen, mutant strain inhibition
# Hep lipid drop cells 6.5 µM – also measured in Hep lipid drop; calls as there; cell count; measured here: cell count, cytotoxicity flag;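 cells counted across two imaged fields per well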
# Myeloid diff 2 GFP+ MAC1+ % – also measured in Myeloid diff 2; calls as there; GFP+ MAC1+ double positive, %; measured here: differentiation confirmed by MAC1 staining
# * hit, by the source's call; i = inactive; ? = inconclusive; nt = no result given; [ ] = dose if it differs, or a comment. Cut-off read from the data, not from the text of the source, unless noted: active = inhibition above about 50%; inactive = the rest.
mol,PMI inhibition,TNAP activators,Myeloid diff 2,Myeloid diff 2 GFP+ MAC1+ %,ER stress rescue,UTI89 phage lysis,P. falciparum M1AAP,Hep lipid drop,Hep lipid drop cells 6.5 µM,PMI inhibitors,WT yeast gro inh,WT yeast gro inh mutant strain
CCN(Cc1ccccc1)C(c1ccc(Cl)cc1)c1nnnn1C(C)(C)C (stereo unspecified),7.2%,1,i,1.0,-1.0%,0.1%,-5.8%,nt,nt,6.7%,-4.6,7.1
CCCCCn1c(CNC(=O)COC)nc2ccccc21,-2.4%,1,i,0.9,nt,0.0%,-6.4%,-15.3,602,0.1%,-1.4,-4.4
CC1CC1C(=O)OCC(=O)NCc1ccccc1Cl (stereo unspecified),-5.8%,1,i,1.1,-2.6%,3.2%,-2.3%,7.0,780,1.0%,-10.6,-1.4
O=C1c2ccccc2C(=O)N1CCC(c1ccc(F)cc1)c1ccco1 (stereo unspecified),10.9%,1,i,0.6,nt,-1.1%,1.0%,-4.5,740,16.0%,23.8,14.2
CCOc1ccc(Oc2c(/C=N/NC(=O)COc3ccccc3OC)c(C)nn2-c2ccccc2)cc1,18.8%,1.7,i,0.2,-2.1%,8.4%,-3.7%,nt,nt,15.0%,67.2*,6.7*
CC(C(=O)Nc1ccccn1)N1C(=O)C2C3C=CC(C3)C2C1=O (stereo unspecified),-4.0%,1.1,i,0.7,-2.3%,0.8%,1.6%,nt,nt,-1.5%,1.7,12.5
CC(C)NC(=S)N1CCN(Cc2ccc3c(c2)OCO3)CC1,10.5%,1,i,0.1,-0.1%,0.3%,-1.8%,-12.4,697,7.0%,-12.1,-12.3
CC(C)CN(CC(C)C)C(=O)CS(=O)(=O)Cc1ccccc1,3.7%,1.1,i,2.3,0.4%,2.6%,37.6%,18.8,599,6.6%,5.9,8.6
O=S1(=O)N=C2CCCCCN2C(c2ccc(Cl)cc2)N1 (stereo unspecified),9.6%,1.2,i,0.3,-0.9%,0.6%,5.3%,-5.9,636,5.9%,-1.2,-14.6
CCCCn1c(SCc2nc3ccccc3s2)nc2ccccc2c1=O,8.4%,1.2,i,0.6,0.7%,6.1%,1.4%,-35.9,615,10.6%,-9.4,-26.2
Cc1sc2ncnc(N3CCC(C(=O)Oc4cccc(Cl)c4Cl)CC3)c2c1C,9.0%,1,i,0.4,-0.8%,-0.2%,0.2%,6.3,691,5.2%,23.2,-17.9
CCCNC(=O)NC1C(NC(=O)NCCC)N(C)C(=O)N1C (stereo unspecified),12.5%,1.1,i,0.9,-0.1%,1.1%,-4.9%,19.7,723,17.0%,-2.6,-3.8
O=C(COC(=O)c1ccc(F)cc1)Nc1ccccc1N1CCOCC1,5.1%,1,i,0.5,0.0%,0.0%,-1.7%,13.2,758,4.6%,5.8,4.8
Cc1ccc(-c2csc(N(CCCN(C)C)C(=O)c3ccco3)n2)cc1,nt,1,i,0.2,-4.1%,0.6%,9.2%,-10.1,656,nt,4.7,-0.4
O=C(O)CCCN1C(=O)/C(=C/c2ccc(-c3nc4ccccc4s3)o2)SC1=S,-50.1%,0.7,nt,nt,-0.2%,0.0%,12.9%,-2.8,662,-14.8%,19.6,16.1

# (continued)
mol,PMI inhibition,TNAP activators,Myeloid diff 2,Myeloid diff 2 GFP+ MAC1+ %,ER stress rescue,UTI89 phage lysis,P. falciparum M1AAP,Hep lipid drop,Hep lipid drop cells 6.5 µM,PMI inhibitors,WT yeast gro inh,WT yeast gro inh mutant strain
CCOC(=O)CSC1=C(C#N)C(c2ccco2)C(C(=O)Nc2cccc(C(F)(F)F)c2)=C(C)N1 (stereo unspecified),20.4%,1.1,i,0.8,-1.3%,3.0%,1.9%,-10.8,772,20.8%,33.7,8.5
COc1ccc(CC(=O)OCC(=O)NC(=O)NC23CC4CC(CC(C4)C2)C3)cc1,9.6%,1.2,i,1.8,-0.5%,0.4%,4.6%,11.9,776,7.1%,34.2,12.4
COc1cc(NC(=O)c2cccc(C)c2)c(Cl)cc1[N+](=O)[O-],-6.0%,1,i,0.2,-1.2%,2.4%,8.1%,3.7,668,-2.9%,1.4,-9.9
O=C(c1cc2c(=O)n3ccccc3nc2s1)N1CCN(Cc2ccc3c(c2)OCO3)CC1,19.9%,1.1,i,0.5,0.6%,-0.1%,12.0%,-6.2,693,13.8%,20.4,1.3
CCC1CCCCN1C(=O)COc1cccc2c1CCN(C)C2=O (stereo unspecified),-2.7%,1,i,0.4,-1.9%,0.0%,12.0%,14.5,698,-3.6%,7.7,0.1
Cc1ccc(S(=O)(=O)NCC(=O)OCC(=O)Nc2cccc(S(=O)(=O)NC3=NCCCCC3)c2)cc1C,nt,nt,i,0.5,nt,-0.2%[50 µM],5.6%,26.5,698,nt,nt,nt
COc1cc(C(=O)NCC(C)C)c([N+](=O)[O-])cc1OC,10.9%,1,i,6.1,-2.0%,5.9%,2.2%,3.2,664,9.4%,14.8,25.5
COc1ccc(-c2nnc(SCC(=O)Nc3cc(S(=O)(=O)N4CCCCC4)ccc3Cl)n2N)cc1,7.4%,1.1,i,1.2,-1.4%,1.1%[50 µM],39.3µM*,-6.3,610,3.0%,-7.5,-7.2
c1ccc(C2C3=C(CCCC3)Nc3ncnn32)cc1 (stereo unspecified),10.9%,1.2,i,8.8,-0.9%,0.2%[50 µM],-2.4%,nt,nt,3.7%,2.1,-8.4
Clc1ccc(-c2nnc3cccc(Cl)n23)c(Cl)c1,-1.8%,1.1,i,1.1,-1.9%,1.6%,-3.2%,nt,nt,-0.8%,7.7,3.0
Cc1no[n+]([O-])c1COc1ccc(/C=C2\NC(=S)NC2=O)cc1,-3.3%,1.2,i,1.0,-1.0%,0.5%,5.1%,-0.6,745,1.3%,-11.2,-1.0
O=C(O)c1ccc(NC2=C(n3nnc4ccccc43)C(=O)c3ccccc3C2=O)cc1,nt,nt,i,0.4,nt,0.2%,12.6%,26.6,797,nt,nt,nt
Cc1cc(C)cc(NC(=O)COC(=O)c2cc(C)oc2C)c1,3.7%,1.1,i,0.3,-0.8%,0.3%,0.4%,9.8,689,-9.0%,15.6,-7.3
CCN(Cc1ccccc1)CC(O)COc1ccccc1 (stereo unspecified),-11.3%,1.1,i,2.9,-4.1%,-0.8%,5.6%,8.4,807,-0.9%,8.0,6.9
CCCc1[nH]n(-c2ccc([N+](=O)[O-])cc2)c(=O)c1C=NCCCn1ccnc1,-0.8%,0.9,i,0.5,1.3%,-0.9%,11.5%,0.1,700,-3.0%,-15.2,5.6

# Later entries.
mol,PMI inhibition,TNAP activators,Myeloid diff 2,Myeloid diff 2 GFP+ MAC1+ %,ER stress rescue,UTI89 phage lysis,P. falciparum M1AAP,Hep lipid drop,Hep lipid drop cells 6.5 µM,PMI inhibitors,WT yeast gro inh,WT yeast gro inh mutant strain
CCn1cc(C(=O)NCc2ccco2)c(=O)c2cc(S(=O)(=O)N3CCCC3)ccc21,15.5%,1.1,i,0.2,1.3%,-0.3%,3.3%,20.0,693,5.3%,1.6,-1.9
COc1ccc(CCN=C(N)NS(=O)(=O)c2cccs2)cc1OC,-7.5%,1.1,i,0.2,-1.8%,0.1%,-0.9%,-9.2,705,-6.1%,0.7,3.7
CCOCCCNC(=O)c1cn(C)c(=O)c2cc(OC)c(OC)cc12,12.7%,1.2,i,0.6,-2.4%,10.2%,3.5%,8.1,683,13.3%,5.0,-9.5
N/C(=N\NC(=O)c1ccc(Cl)cc1)c1cnccn1,nt,nt,i,0.4,nt,2.2%,?,2.9,718,nt,nt,nt
COc1cc(C)c(CNc2ccc(OC)c(OC)c2)cc1C,15.9%,1.1,nt,nt,3.0%,nt,10.3%,nt,nt,-6.1%,24.7,-3.4
N#Cc1nc(Cc2ccccc2)oc1N1CCN(c2cccc(Cl)c2)CC1,5.2%,1,i,7.1,-2.3%,5.0%,-0.6%,nt,nt,11.4%,26.4,14.1
O=C(Nc1nccs1)c1nc(-c2ccccc2)n(-c2ccccc2)n1,-2.7%,0.9,i,0.5,1.4%,0.6%,14.1%,nt,nt,-9.3%,nt,nt
O=C(Nc1nnc(-c2ccccc2)o1)Nc1ccc(F)cc1F,5.0%,1.2,i,0.8,-1.0%,1.0%,-2.7%,-41.4,559,5.9%,2.6,15.7
Cc1ccc2cc(CCNC(=O)c3ccco3)c(=O)[nH]c2c1C,-2.3%,1,i,1.6,nt,-1.3%,-3.2%,5.1,683,3.3%,12.8,-13.3
NC(=O)[C@@H]1CCCN1Cc1nc(Cc2cccc(C(F)(F)F)c2)no1,-0.2%,1.1,i,0.2,0.9%,-0.9%,-2.6%,-11.5,708,5.9%,-6.5,2.5
Cn1nc(-c2ccccc2)c(C(O)c2ccc(Cl)cc2)c1Cl (stereo unspecified),17.4%,1.2,i,0.5,-2.8%,-0.1%,-0.9%,-7.1,666,14.1%,5.9,12.3
O=C(NCCCN1CCN(c2ccccc2F)CC1)C1CCC(=O)N1C1CCCCC1 (stereo unspecified),2.9%,1.1,i,3.3,3.5%,1.2%,1.6%,nt,nt,-3.2%,17.2,18.5
O=C(O)c1cccc(NC(=O)c2ccc(Cl)c(S(=O)(=O)N3CCCCCC3)c2)c1,-6.7%,1.1,i,0.6,-12.0%,-0.1%,1.8%,24.5,685,-17.3%,3.0,9.9
CC1CC(CCN)(c2ccccc2)C(C)CN1C (stereo unspecified),nt,nt,i,1.0,nt,-0.7%,7.0%,13.8,745,nt,nt,nt
O=C(CCCO)CCCCCCCCC[C@H]1N[C@H](CO)[C@@H](O)[C@@H]1O,-8.3%,1.1,i,1.4,1.2%,0.7%,7.5%,-12.0,679,-7.6%,-14.1,-9.4

# Further entries
mol,PMI inhibition,TNAP activators,Myeloid diff 2,Myeloid diff 2 GFP+ MAC1+ %,ER stress rescue,UTI89 phage lysis,P. falciparum M1AAP,Hep lipid drop,Hep lipid drop cells 6.5 µM,PMI inhibitors,WT yeast gro inh,WT yeast gro inh mutant strain
CCC(=O)Nc1ccc(S(=O)(=O)NCC2CCCO2)cc1 (stereo unspecified),6.0%,1,i,4.6,0.6%,0.2%,-2.2%,7.1,803,9.5%,7.5,21.8
N#Cc1ccc(C23CC4(C2)[C@H](CN(Cc2ccc(C(F)(F)F)cc2)[C@@H]4c2ccccc2)C3c2ccccc2)cc1 (stereo partly specified),nt,nt,i,1.3,nt,3.1%,1.7%,7.4,712,nt,nt,nt
Cc1cc(NC(=O)Cn2cnc3c2c(=O)n(C)c(=O)n3C)n(-c2ccccc2)n1,15.5%,1.1,i,0.8,-1.8%,1.7%,5.8%,0.5,668,15.4%,14.6,5.2
CCCn1c(SCC(=O)Nc2cccc(S(=O)(=O)NC3=NCCCCC3)c2)nc2ccccc2c1=O,-4.5%,1.1,i,0.8,0.8%,nt,4.8%,-2.8,632,-6.8%,4.2,-4.9
